Screens: PubChem, National Center for Advancing Translational Sciences (NCATS)
HT1080NT lethal = qHTS for induction of synthetic lethality in tumor cells producing 2HG: qHTS for the HT-1080-NT fibrosarcoma cell line | HT-1080-NT fibrosarcoma viability, CellTiter-Glo ATP luminescence, 48 h | Potency, µM (top dose mostly 46.1 µM), for the others: top-dose activity, negative = less viability, most hits filed as cytotoxic | hit rate 1.6% among 360,000;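 note: NT is the 2HG producing partner of a matched IDH1 knockdown line; potency is the fitted concentration of half-maximal effect; 0% = DMSO-treated cells and -100% = media-only wells without cells; nearly all actives have a fitted effect of over 55% in size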
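Read-out is CellTiter-Glo luminescence after 10 minutes at room temperature, following 48 hours' compound treatment of HT-1080-NT cells (750 cells/well, RPMI, 5% FBS, 37 degrees C).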
IL-1B inflam inh = qHTS for Inhibitors of Inflammasome Signaling: IL-1-beta AlphaLISA Primary Screen. THP-1 LPS/ATP IL-1B secretion, AlphaLISA, 16 h; hits give low values. hit rate 4.7% among 360,000. AID 743279, 2014. activity change, % at 57.5 µM; in the data active = activity change below about -50%; inconclusive = mostly about -30% to -49%; note: % is set by controls: 0 for no effect and ±100 for the full control effect
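THP-1 cells pretreated 1 hr with compounds (up to 57.5 uM final), then stimulated with LPS (250 ng/mL final) plus ATP (1.25 mM final); secreted IL-1B measured by AlphaLISA after 16 hr, decreased signal indicating inhibition.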
SW480 rereplic = A quantitative high throughput screen for small molecules that induce DNA re-replication in SW480 colon adenocarcinoma cells; SW480 DNA re-replication, Hoechst DNA content imaging, 48 h; Potency, µM (series often up to 46.1 µM), for the others: top-dose re-replication activation, usual class: activators; hit rate 1.8% among 340,000; AID 624297, 2012; note: potency is the fitted concentration of half-maximal effect; % of control where 0% means no effect; nearly all actives have a fitted effect of over 55% in size
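SW480 cells exposed to compounds for 48 hr at 37 C, 5% CO2, then Hoechst-stained 40 min. Nuclear DNA content imaged by fluorescence scanning (405 nm excitation, 500-530 nm emission); re-replication scored as increased high-intensity nuclei.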
ATXN2 expr inh = Primary qHTS for Inhibitors of ATXN expression; HEK-293 ATXN2-luciferase reporter, luminescence, 24 h; Potency, µM (highest dose often 57 µM), for the others: at the top dose activity change, negative = inhibition, hits mostly inhibitors; hit rate 0.72% among 360,000; note: potency is the fitted concentration of half-maximal effect; % is set by controls: 0 for no effect and ±100 for the full control effect; nearly all actives have a fitted effect of over 55% in size
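qHTS (up to 57 uM final) was run with 24 h compound exposure of reporter cells at 37 °C. Each well was multiplexed: SteadyGlo luminescence measured ATXN2-luciferase expression after a fluorogenic Gly-Phe-AFC viability readout (25 uM final).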
HepG2 tox = qHTS for Inhibitors of TGF-b: Cytotox Counterscreen. hit rate 0.76% among 410,000. HepG2 CAGA-GFP viability, ATP luminescence, 18 h. Potency, µM (top dose mostly 46.1 µM), without a hit: at the highest dose activity change, negative = cytotoxicity, most hits filed as cytotoxic; note: potency is the fitted concentration of half-maximal effect; some results filed as inactive show a strong effect at the top dose
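HepG2 CAGA-GFP cells (1000/well, DMEM with 1% FBS) received compound, then TGF-beta at 500 pg/mL final, and were incubated 18 hours at 37 degrees C. Viability was read by CellTiter-Glo luminescence. Media-only wells were set as complete cell-killing and DMSO as no toxicity.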
ATXN viability = Viability Counterscreen for Primary qHTS for Inhibitors of ATXN expression | S2 cells (HEK-293 line with an ATXN2-luciferase reporter) viability, CellTiter-Fluor protease fluorescence, 24 h | Potency, µM (highest dose often 56.7 µM), hits mostly cytotoxic | hit rate 0.49% among 400,000 | AID 651635, 2014; note: potency is the fitted concentration of half-maximal effect; nearly all actives have a fitted effect of over 40% in size
HT1080 IDH1KD tx = qHTS for induction of synthetic lethality in tumor cells producing 2HG: qHTS for the HT-1080-IDH1KD cell line. AID 686971, 2013. hit rate 2% among 360,000. Potency, µM (top dose mostly 46.1 µM), for inactives: at the highest dose activity, negative = toxicity, actives largely listed as cytotoxic. HT-1080 IDH1 knockdown viability, ATP luminescence, 48 h;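 note: potency is the fitted concentration of half-maximal effect; 0% = DMSO wells and -100% = cell-free medium wells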
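Viability of IDH1-knockdown HT-1080 fibrosarcoma cells was assessed by CellTiter-Glo after 48 h at 37 °C with titrated compound; concentration-effect curves were classified by fit quality and response size.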
MCF10A rerep = A quantitative high throughput screen for small molecules that induce DNA re-replication in MCF 10a normal breast cells; MCF 10A DNA re-replication, Hoechst nuclear intensity, 48 h; Potency, µM (titrated, usually from 46.1 µM), without a hit: top-dose activity, positive = re-replication, hits mostly activators; hit rate 2.9% among 350,000; AID 624296, 2012; note: potency is the fitted concentration of half-maximal effect; % of control where 0% means no effect; nearly all actives have a fitted effect of over 50% in size
KB-3-1 tox = qHTS assay for MDR1-selective chemotherapeutics: Primary screen using the parental adenocarcinoma cell KB-3-1; KB-3-1 viability, CellTiter-Glo ATP luminescence, 72 h; Potency, µM (titrated, usually from 46.1 µM), for the others: at the top dose activity change, negative = cytotoxic, hits mostly cytotoxic; hit rate 1.4% among 400,000; AID 1347075, 2019; note: potency is the fitted concentration of half-maximal effect; % is set by controls: 0 for no effect and ±100 for the full control effect; nearly all actives have a fitted effect of over 60% in size
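Cells are dispensed, compounds pinned in, plates held at 37 °C for 72 h, then CellTiter-Glo is added and luminescence read after 10 minutes. Cell line: parental KB-3-1 in phenol-red-free DMEM, 10% FBS.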
* marks the source's active call; other numbers are inactive results; & = joins results of further samples; [ ] = dose if it differs, or a comment. Unless noted, calls come from the whole dose curve; as a rule, active = well fitted curve in the direction sought with a large enough effect; inconclusive = small, poorly fitted or top-dose-only effect, or another doubt; inactive = no such curve, though single readings can be large; an effect the other way counts as inactive or inconclusive.

COc1ccc2c(c1)CCc1c-2n[nH]c1C(=O)O was read as HT1080NT lethal 7%, IL-1B inflam inh -1, SW480 rereplic 1%, ATXN2 expr inh 11%, HepG2 tox -23%, ATXN viability inactive, HT1080 IDH1KD tx -1%, MCF10A rerep 11% and KB-3-1 tox -7%.
For O=C(CCCOc1ccccc1)N1CCc2ccccc2C1 the results were HT1080NT lethal 21%, IL-1B inflam inh -3, SW480 rereplic -11%, ATXN2 expr inh 26%, HepG2 tox -8%, ATXN viability inactive, HT1080 IDH1KD tx 18%, MCF10A rerep -3% and KB-3-1 tox 20%.
Screening CC(C)C(C(=O)NC(C)(C)C)N(CCN1CCOCC1)C(=O)CNS(=O)(=O)c1ccccc1 (stereo unspecified) returned HT1080NT lethal -1%, IL-1B inflam inh -4, SW480 rereplic -4%, ATXN2 expr inh 1%, HepG2 tox 27%, ATXN viability inactive, HT1080 IDH1KD tx 16%, MCF10A rerep -2% and KB-3-1 tox 15%.
For CCCNC(=O)c1[nH]c(C)c(C(C)=O)c1C the results were HT1080NT lethal 16%, IL-1B inflam inh 19, SW480 rereplic -3%, ATXN2 expr inh 3%, HepG2 tox -26%, ATXN viability inactive, HT1080 IDH1KD tx 10%, MCF10A rerep 2% and KB-3-1 tox -2%.
COc1ccc2c(c1)CCC(C)N2S(=O)(=O)c1ccc(C2CNC(=O)C2)cc1 (stereo unspecified) was read as HT1080NT lethal -4%, IL-1B inflam inh -5, SW480 rereplic -3%, ATXN2 expr inh -15%, HepG2 tox -17%, ATXN viability inactive, HT1080 IDH1KD tx inconclusive, MCF10A rerep -4% and KB-3-1 tox -8%.
For O=S(=O)(Nc1ccccn1)c1ccc(-n2cccn2)cc1 the results were HT1080NT lethal -3%, IL-1B inflam inh -8, SW480 rereplic -3%, HepG2 tox 11%, ATXN viability inactive, HT1080 IDH1KD tx 1%, MCF10A rerep 8% and KB-3-1 tox 4%.
O=C(Nc1cccc(F)c1)C1CCN(C(=O)Cc2ccccc2)CC1 was read as HT1080NT lethal 0%, IL-1B inflam inh -12, SW480 rereplic -6%, ATXN2 expr inh -14%, HepG2 tox 7%, ATXN viability inactive, HT1080 IDH1KD tx -3%, MCF10A rerep 5% and KB-3-1 tox -5%.
For CCCCN(N=Nc1nonc1OC)c1nonc1OC the results were HT1080NT lethal -4%, IL-1B inflam inh 19, SW480 rereplic -2%, ATXN2 expr inh -10%, HepG2 tox -14%, ATXN viability inactive, HT1080 IDH1KD tx -8%, MCF10A rerep 10% and KB-3-1 tox -4%.
Cc1cc(C)c(NC(=O)Cn2nnc(C(=O)NCc3ccco3)c2N)c(C)c1 was read as HT1080NT lethal 0%, IL-1B inflam inh -25, SW480 rereplic 2%, HepG2 tox -1%, ATXN viability inactive, HT1080 IDH1KD tx -4%, MCF10A rerep 2% and KB-3-1 tox 0%.
O=c1c2ccccc2nc(N2CCN(c3ccccc3)CC2)n1Cc1ccccc1 was read as HT1080NT lethal -4%, IL-1B inflam inh 1, SW480 rereplic 30%, ATXN2 expr inh -5%, HepG2 tox -12%, ATXN viability inactive, HT1080 IDH1KD tx -1%, MCF10A rerep 12% and KB-3-1 tox -11%.
`O=C(N[C@@H](Cc1ccccc1)C(=O)NCc1ccc(F)cc1)C1CCNCC1` gave HT1080NT lethal -2%, IL-1B inflam inh -10, SW480 rereplic -5%, HepG2 tox -2%, ATXN viability inactive, HT1080 IDH1KD tx 2%, MCF10A rerep -2% and KB-3-1 tox -4%.
`O=C(CCOc1ccccc1F)N1CCN(c2ccccc2O)CC1` gave HT1080NT lethal -30%, IL-1B inflam inh 14, SW480 rereplic -2%, ATXN2 expr inh 34%[activator], HepG2 tox -6%, ATXN viability inactive, HT1080 IDH1KD tx -29%, MCF10A rerep 74% and KB-3-1 tox -3%.
Screening CC(C)c1ccc(NC2CCCN(C(=O)c3ccnn3C)C2)cc1 (stereo unspecified) returned HT1080NT lethal 0%, IL-1B inflam inh 13, SW480 rereplic -1%, ATXN2 expr inh -1%, HepG2 tox 4%, ATXN viability inactive, HT1080 IDH1KD tx 0%, MCF10A rerep 15% and KB-3-1 tox 1%.
O=C1C2C3C=CC(C3)C2C(=O)N1Nc1ccccc1 (stereo unspecified) was read as HT1080NT lethal -2%, IL-1B inflam inh 6, SW480 rereplic 2%, ATXN2 expr inh 6%, HepG2 tox -5%, ATXN viability inactive, HT1080 IDH1KD tx 4%, MCF10A rerep 4% and KB-3-1 tox -4%.
For Cc1ccc(S(=O)(=O)NC(=O)C2(C)CCN2C(=O)Cc2ccc(C(C)(C)C)cc2)cc1 (stereo unspecified) the results were HT1080NT lethal 27%, IL-1B inflam inh 0, ATXN2 expr inh 8%, HepG2 tox -37%, ATXN viability inactive, HT1080 IDH1KD tx 25% and KB-3-1 tox 0%.
Screening COc1ccc(-c2noc(N3CCC(C(=O)Nc4ccc(OC)cc4OC)CC3)n2)cc1 returned HT1080NT lethal 9%, IL-1B inflam inh -14, SW480 rereplic -9%, ATXN2 expr inh -27%, HepG2 tox 0%, ATXN viability inconclusive, HT1080 IDH1KD tx 5%, MCF10A rerep 6% and KB-3-1 tox -2%.
`CCN(C(=O)COC(=O)CSc1ccc(F)cc1)c1c(N)n(Cc2ccccc2)c(=O)[nH]c1=O` gave HT1080NT lethal -7%, IL-1B inflam inh 49, SW480 rereplic 57%, ATXN2 expr inh -21%, HepG2 tox -18%, ATXN viability inactive, HT1080 IDH1KD tx 8%, MCF10A rerep 0% and KB-3-1 tox -3%.
Screening COc1ccc(N2CC(C(=O)Nc3nnc(SCC(=O)N4CCCC4)s3)CC2=O)cc1 (stereo unspecified) returned HT1080NT lethal 0%, IL-1B inflam inh 2, SW480 rereplic 1%, ATXN2 expr inh 2%, HepG2 tox -13%, ATXN viability inactive, HT1080 IDH1KD tx 1%, MCF10A rerep 1% and KB-3-1 tox -39%.
Screening O=C1CCC[C@@H]2C[C@@]3(C[C@@H]4CCN1[C@H]24)Nc1cc([N+](=O)[O-])ccc1NC3=NC1CCCCC1 returned HT1080NT lethal -7%, IL-1B inflam inh -11, SW480 rereplic inconclusive, ATXN2 expr inh 3%, HepG2 tox -36%&-13%, ATXN viability inconclusive, HT1080 IDH1KD tx -6%, MCF10A rerep -18% and KB-3-1 tox -15%&10%.
Cc1ccc(-c2csc(C(C#N)=C3CCCC3)n2)cc1 was read as HT1080NT lethal 19%, IL-1B inflam inh -1, SW480 rereplic -2%, ATXN2 expr inh 42%[activator], HepG2 tox -6%, ATXN viability inactive, HT1080 IDH1KD tx 12%, MCF10A rerep 1% and KB-3-1 tox 0%.

Next section, starting with the last 2 of the part before.
Screening O=C1CCC[C@@H]2C[C@@]3(C[C@@H]4CCN1[C@H]24)Nc1cc([N+](=O)[O-])ccc1NC3=NC1CCCCC1 returned HT1080NT lethal -7%, IL-1B inflam inh -11, SW480 rereplic inconclusive, ATXN2 expr inh 3%, HepG2 tox -36%&-13%, ATXN viability inconclusive, HT1080 IDH1KD tx -6%, MCF10A rerep -18% and KB-3-1 tox -15%&10%.
Cc1ccc(-c2csc(C(C#N)=C3CCCC3)n2)cc1 was read as HT1080NT lethal 19%, IL-1B inflam inh -1, SW480 rereplic -2%, ATXN2 expr inh 42%[activator], HepG2 tox -6%, ATXN viability inactive, HT1080 IDH1KD tx 12%, MCF10A rerep 1% and KB-3-1 tox 0%.
Cc1sc(NC(=O)C2C3CCC(O3)C2C(=O)O)nc1-c1ccc(CC(C)C)cc1 (stereo unspecified) was read as HT1080NT lethal inconclusive, IL-1B inflam inh 12, SW480 rereplic 12%, ATXN2 expr inh 63%[activator], HepG2 tox 15%, ATXN viability inactive, HT1080 IDH1KD tx inconclusive, MCF10A rerep inconclusive and KB-3-1 tox -5%.
O=C(Nc1nnc(SCC(=O)N2CCCC2)s1)C1CC(=O)N(c2ccc(F)cc2)C1 (stereo unspecified) was read as HT1080NT lethal -1%, IL-1B inflam inh inactive, SW480 rereplic -29%, ATXN2 expr inh -6%, HepG2 tox -7%, ATXN viability inactive, HT1080 IDH1KD tx -2%, MCF10A rerep inconclusive and KB-3-1 tox 18%.
For CCOC(=O)CC1(C)Oc2cc(Cl)ccc2N1S(=O)(=O)c1ccc(C)cc1 (stereo unspecified) the results were HT1080NT lethal -17%, IL-1B inflam inh 11, HT1080 IDH1KD tx -26% and KB-3-1 tox 18µM*.
For COc1cccc(/C(O)=C2/C(=O)C(=O)N(Cc3ccco3)C2c2ccncc2)c1 (stereo unspecified) the results were HT1080NT lethal 26%, IL-1B inflam inh 11, SW480 rereplic -6%[9.22 µM], ATXN2 expr inh 2%, HepG2 tox -3%, ATXN viability inactive, HT1080 IDH1KD tx 16%, MCF10A rerep -16% and KB-3-1 tox inconclusive.
Screening COCC(C)n1c(COc2ccccc2F)nnc1SCc1c(C)noc1C (stereo unspecified) returned HT1080NT lethal 13%, IL-1B inflam inh 0, SW480 rereplic -2%, ATXN2 expr inh 9%, HepG2 tox -3%, ATXN viability inactive, HT1080 IDH1KD tx 7%, MCF10A rerep 21% and KB-3-1 tox -2%.
Screening CC(=O)Nc1nc(C)c(S(N)(=O)=O)s1 returned HT1080NT lethal 6%, IL-1B inflam inh 11, SW480 rereplic -4%, ATXN2 expr inh -5%, HepG2 tox -2%, ATXN viability inconclusive, HT1080 IDH1KD tx 9%, MCF10A rerep -4% and KB-3-1 tox 3%.
